MITF act: increases MITF-driven TRPM1 promoter luciferase signal; SK-MEL-5 TRPM1-promoter luciferase, 24 h; % of positive control, neutral wells = 0; activation, % at 12.5 µM; actives 0.75% (n = 300,000); AID 588334;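 active = mean activation of at least 80% with every replicate also reaching 80%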;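 note: 0% = neutral control wells and 100% = parthenolide positive control wells; values of inactives mirror those of a sister screen read the other way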
PvdQ inh: blocks Pseudomonas aeruginosa PvdQ acylase activity; purified PvdQ acylase, fluorescence plate reader; inhibition, % at 10 µM; actives 0.063% (n = 340,000); in the data active = inhibition above about 30%, passing the limit was not always enough;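 note: 0% = vehicle neutral wells and 100% = reference inhibitor wells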
CAL PDZ FP-1: human CAL PDZ-peptide interaction inhibition; purified CAL PDZ, TMR-peptide fluorescence polarization, 1 h; Q9HD26; AID 504414; actives 0.02% (n = 330,000); inhibition, % at 20 µM;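 active = highest replicate inhibition of at least 40%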;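 note: plate controls were DMSO neutral control wells for no effect and unlabeled competitor peptide control wells for full effect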
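System: tagged CAL PDZ domain. Schedule: 1 h room-temperature incubation prior to read. Signal: fluorescence polarization (mP). Measure: percent inhibition from loss of millipolarization.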
SR-BI uptake up: enhances SR-BI lipid uptake from DiI-HDL; CHO ldlA[mSR-BI] cells, DiI-HDL uptake fluorescence, 3 h; 100 = double the neutral-control signal; activation, % at 12.5 µM; actives 0.096% (n = 320,000); AID 504775;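 active = mean replicate activation of at least 60% and every replicate at or above 60%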;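 note: 0% = median plate neutral-control signal and 100% = twice that signal; values of inactives mirror those of a sister screen read the other way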
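System: LDL receptor-deficient CHO ldlA cells overexpressing murine SR-BI | Timing: 3 h uptake period with compound, 37 °C | Medium: HEPES-buffered (25 mM, pH 7.4) F12 plus 0.5% BSA | Dosing: Single-point compound dose | Signal: Bottom-read fluorescence, 550/595 nm | Read-out: Retained DiI signal reflecting DiI-HDL uptake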
CAL PDZ FP-2: blocks peptide binding to the human CAL PDZ domain; actives 0.92% (n = 300,000); purified CAL PDZ, TMR-peptide fluorescence polarization, 1 h; AID 602252; inhibition, % at 24.9 µM;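 active = mean inhibition of at least 30% with at least half of replicates also reaching 30%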;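 note: 0% = DMSO neutral control and 100% = excess unlabeled competitor peptide PRC23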
SR-BI HDL uptake: inhibitors of mouse SR-BI mediated HDL lipid uptake; Q61009; ldlA[mSR-BI] CHO cells, DiI-HDL uptake fluorescence, 3 h; inhibition, % at 12.5 µM; actives 0.96% (n = 320,000); AID 488896;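 active = mean replicate inhibition of at least 70% and a set share of replicates each scoring 70 or more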;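 note: 0% = median of neutral control wells and 100% = median of positive control wells; values of inactives mirror those of a sister screen read the other way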
PfHsp90 set2: growth inhibition of yeast expressing Plasmodium Hsp90; S. cerevisiae expressing PfHsp90, BacTiter-Glo ATP, 48 h; yeast lacking PDR1 and PDR3 efflux regulators; inhibition, % at 9.4 µM; actives 0.32% (n = 310,000);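 active = every replicate shows inhibition above about 80%, whatever the replicate mean, limit read from the data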;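 note: 0% = DMSO neutral controls and 100% = 20 µM radicicol positive controls; yeast relying on Plasmodium falciparum Hsp90 in place of its own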
NSD2 HMT inh: inhibitors of human histone methyltransferase NSD2; AID 743445; NSD2 peptide methylation, AlphaScreen, 120 min; inhibition, % at 12.5 µM; actives 0.54% (n = 310,000); O96028; in the data active = inhibition above about 50%
dFosB activator: enhances mouse delta FosB homodimer DNA binding | AID 493131 | purified delta FosB, TAMRA-CDK5 oligo fluorescence polarization; percent of positive-control signal above neutral wells | activation, % at 25 µM | actives 0.99% (n = 340,000);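 active = mean activation above about 17%, with every replicate also reaching it, limit read from the data, passing the limit was not always enough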;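 note: fluorescence polarization rise as delta FosB binds a TAMRA Cdk5 AP-1 oligo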
Target sequence (P13346 whole entry, looked up): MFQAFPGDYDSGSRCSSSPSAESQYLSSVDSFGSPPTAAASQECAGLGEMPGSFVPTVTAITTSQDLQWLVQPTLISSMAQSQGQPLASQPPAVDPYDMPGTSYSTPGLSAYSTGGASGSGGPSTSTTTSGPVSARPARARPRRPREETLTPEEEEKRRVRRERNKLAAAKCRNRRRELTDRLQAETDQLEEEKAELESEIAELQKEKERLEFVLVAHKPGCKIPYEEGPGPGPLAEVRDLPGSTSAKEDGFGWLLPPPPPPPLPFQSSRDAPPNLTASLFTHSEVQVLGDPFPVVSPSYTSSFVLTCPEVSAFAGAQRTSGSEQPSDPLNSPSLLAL
Rtt109 Vps75: inhibitors of Candida albicans Rtt109/Vps75 histone acetyltransferase; actives 0.16% (n = 330,000); AID 540336; Q5AAJ8; purified Rtt109/Vps75, ThioGlo CoA-SH fluorescence, 4 h; inhibition, % at 34.9 µM;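 active = inhibition of at least 50% in every replicate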
Target sequence (Q5AAJ8 whole entry, looked up): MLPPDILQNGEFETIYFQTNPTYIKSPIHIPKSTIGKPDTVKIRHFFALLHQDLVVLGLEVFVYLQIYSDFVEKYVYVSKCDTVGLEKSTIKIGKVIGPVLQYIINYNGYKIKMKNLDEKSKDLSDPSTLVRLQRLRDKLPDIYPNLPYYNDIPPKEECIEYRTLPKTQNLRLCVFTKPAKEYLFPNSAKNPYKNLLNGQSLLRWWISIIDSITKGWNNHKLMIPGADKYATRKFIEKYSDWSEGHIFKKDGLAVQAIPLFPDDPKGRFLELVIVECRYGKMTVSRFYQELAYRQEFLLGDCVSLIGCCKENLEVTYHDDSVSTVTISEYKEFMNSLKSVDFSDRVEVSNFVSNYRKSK
Active calls of the source: *; / = no result given.

entry | molecule | MITF act | PvdQ inh | CAL PDZ FP-1 | SR-BI uptake up | CAL PDZ FP-2 | SR-BI HDL uptake | PfHsp90 set2 | NSD2 HMT inh | dFosB activator | Rtt109 Vps75
1 | CCOC(=O)Cc1csc(SC(C)C(=O)NC2CCCCC2C)n1 (stereo unspecified) | 9 | 0 | 0.3 | 8 | -1 | -8 | / | -1 | -1 | 2
2 | CC(=O)NC12CC3CC(C1)CC(C(=O)N1CCN(S(=O)(=O)c4ccc(C(C)C)cc4)CC1)(C3)C2 | -11 | -15 | -0.6 | 23 | -5 | -23 | -5 | -3 | -6 | -2
3 | O=C(CN1CCCCCC1)N/N=C/c1ccc(Cl)c(Cl)c1 | -4 | -11 | -1.3 | 6 | -3 | -6 | 44 | / | 0 | 3
4 | CC(c1ccco1)N(C(=O)c1ccc(S(=O)(=O)N2CCCCC2)cc1)c1ccccn1 (stereo unspecified) | 4 | 3 | -0.7 | 12 | 3 | -12 | 1 | 1 | -8 | -7
5 | CCOC(=O)C1(Cc2ccccc2)CCN(Cc2nccn2CC)CC1 | 1 | 6 | 0.3 | 35 | -1 | -35 | 3 | -4 | 1 | 15
6 | COc1ccc(Br)cc1[C@H]1[C@@H]2C=CCC[C@@]2(C)C(=O)N1Cc1ccccc1 | 0 | 13 | 0.1 | -16 | -7 | 16 | -25 | / | 0 | -1
7 | COc1cc(OC)cc(C(=O)N(CCCN2C(=O)c3cccc4cccc(c34)C2=O)c2cccc(OC)c2)c1 | -3 | -5 | -3.3 | 3 | -1 | -3 | 5 | -2 | -3 | -10
8 | CC(C)Nc1ccc(C(CC(N)=O)NC(=O)Cc2cccc3ccccc23)cc1[N+](=O)[O-] (stereo unspecified) | 1 | -8 | -0.1 | -3 | 0 | 3 | / | / | 10 | 0
9 | COc1ccc(C(C)=O)cc1CN1C(=O)NC2(CCCCC2)C1=O | -8 | 4 | -0.8 | 8 | -3 | -8 | 5 | -2 | 5 | 1
10 | O=C(Nc1scc(-c2ccccc2)c1C(=O)O)c1ccc(F)cc1 | / | -15 | -1.0 | 6 | 1 | -6 | 39 | -3 | 6 | -2
11 | Cc1ccc(N(C(=O)c2ccccc2Cl)C2=NC(C)CS2)c(C)c1 (stereo unspecified) | 16 | -16 | -2.2 | -2 | -4 | 2 | -43 | 1 | -8 | -8
12 | Cc1ccc(C)n1Cc1ccc(C(=O)O)cc1 | 1 | -14 | -3.1 | -11 | / | 11 | / | / | -19 | -5
13 | COc1c(N)c2ccccc2[nH]c1=O | -11 | -6 | -1.6 | 5 | 0 | -5 | / | -3 | 4 | 2
14 | COc1cccc(C(=O)c2cc3cc(Cl)ccc3[nH]2)c1 | 23 | -12 | -0.4 | -28 | -2 | 28 | -5 | -2 | -7 | 0
15 | O=C(NC1=NCCS1)c1cccc(OC(F)F)c1 | 57 | -19 | -0.1 | -14 | / | 14 | 17 | 5 | -2 | -15
16 | COc1cc2ccccc2cc1C(=O)Nc1ccc(S(=O)(=O)Nc2cc(C)on2)cc1 | 2 | -13 | -4.5 | 5 | -8 | -5 | / | 2 | -19 | 15
17 | O=C(O)c1cc(S(=O)(=O)N2CCCCC2)ccc1N1CCCCC1 | 2 | -5 | -0.1 | 2 | / | -2 | 9 | -2 | 2 | -6
18 | CCOC(=O)C1=C(N)OC2=C(C(=O)CCC2)C1c1ccc(C)s1 (stereo unspecified) | -4 | -7 | -2.0 | 21 | -4 | -21 | -3 | -2 | -10 | -3
19 | CCc1nnc(SCC(=O)Nc2ccccc2Cl)nc1CC | -3 | -11 | -2.2 | 3 | -1 | -3 | / | -11 | -10 | -8
20 | c1cc2c(cc1C1=Nn3c(nnc3C3CCCCC3)SC1)OCO2 | / | -14 | -5.9 | -7 | -4 | 7 | 41 | 1 | -29 | 3
21 | CCOC(=O)Nc1ccc2c(c1)N(C(=O)CN1CCN(C)CC1)c1ccccc1S2 | 4 | -10 | -1.6 | 14 | / | -14 | / | 12 | -8 | 14
22 | CC1(C)CC(NC(=O)C2CCN(S(=O)(=O)c3cccc(C(F)(F)F)c3)CC2)CC(C)(C)N1 | 20 | -6 | 0.1 | 21 | -4 | -21 | 16 | 1 | -8 | 1
23 | CCN(CC)CCNC(=O)CCc1c(C)nc2c(c(C)nn2-c2ccc(C)cc2)c1C | -2 | -16 | -1.8 | -27 | -4 | 27 | -22 | 19 | -7 | -7
24 | COc1ccc(-c2cc(C(=O)N3CCCC3)no2)cc1 | -16 | -11 | -2.7 | -12 | -7 | 12 | -27 | -6 | -4 | 1
25 | CCc1nc(SCC(=O)Nc2nnc(CC)s2)c2c(=O)n(C)c(=O)n(C)c2n1 | 5 | -1 | -0.9 | 10 | -6 | -10 | 4 | -2 | -8 | -12
26 | CC1CN(S(=O)(=O)c2cn(C)c(=O)n(C)c2=O)CC(C)O1 (stereo unspecified) | / | 10 | 0.4 | 5 | / | -5 | 1 | / | 5 | 4
27 | CCOc1cc(NC(=S)NCC2CCCO2)c(OCC)cc1NC(=O)c1ccccc1F (stereo unspecified) | 21 | 1 | 0.7 | -67 | -1 | 67 | -14 | 2 | -2 | -1
28 | COc1ccc(-c2nn(-c3ccccc3)cc2/C=C(\C#N)S(=O)(=O)c2ccccc2)cc1OC | -9 | 3 | -2.7 | -43 | -3 | 43 | 2 | -1 | 5 | -3
29 | Cc1ccc(-c2cc(C(=O)OC3CCOC3=O)c3ccccc3n2)c(C)c1 (stereo unspecified) | -3 | -12 | 10 | 3 | -1 | -3 | -13 | / | -9 | 0
30 | CC(C)N1C(=O)CCC1C(=O)N1CCC(Cc2ccccc2)CC1 (stereo unspecified) | -5 | -15 | -1.2 | 1 | / | -1 | 10 | / | 3 | -4
31 | Cc1cccc(NC(=O)C2CC(=O)N(c3ccc4c(c3)OCCO4)C2)n1 (stereo unspecified) | -4 | -8 | -0.6 | -9 | / | 9 | -8 | -2 | -3 | 1
32 | Cc1cc(SC2CCOC2=O)nc2ccccc12 (stereo unspecified) | -6 | -11 | / | 20 | -4 | -20 | 7 | 3 | -2 | 3
33 | Cn1cccc1Cc1nnc(SCC(=O)N2CCc3ccccc32)n1CCc1ccccc1 | -9 | -8 | -0.8 | -27 | 4 | 27 | 5 | / | -7 | 4
34 | Cc1cc(C)n(S(=O)(=O)c2cccc(Cl)c2Cl)n1 | 6 | -9 | -1.6 | -42 | -1 | 42 | 8 | / | -1 | 1
35 | O=C(COc1ccc(C(=O)NCC2CCCO2)cc1)Nc1cccc(C(F)(F)F)c1 (stereo unspecified) | 11 | -5 | -2.6 | -18 | -2 | 18 | / | -2 | -5 | -5
36 | Cc1nn(-c2ccccc2)c2nc(Cl)c(C(=O)O)cc12 | -4 | -15 | -1.5 | 39 | 1 | -39 | 11 | -1 | -1 | /
37 | CC1(C)O[C@@H]2[C@H](O1)[C@@H](COS(=O)(=O)O)O[C@H]2n1cnc2c(=O)[nH]cnc21 | 4 | -13 | 0.2 | 9 | 3 | -9 | 12 | / | -5 | 7
38 | O=C(COC(=O)COc1ccccc1)NC1CCS(=O)(=O)C1 (stereo unspecified) | -6 | -3 | -0.4 | -3 | -2 | 3 | -9 | 0 | 1 | -3
39 | COc1ccccc1N1CCN(C(=O)CCc2ccc(S(=O)(=O)NC(C)C)cc2)CC1 | / | -18 | -1.5 | -25 | -2 | 25 | -10 | / | -5 | 2
40 | CCCc1nn(C)c2c(=O)[nH]c(-c3ccccc3OCC)nc12 | -9 | -14 | -1.3 | 3 | -3 | -3 | -30 | -3 | 7 | -9
41 | CC(=O)c1cccc(NC(=O)NC(C)c2ccc3c(c2)OCO3)c1 (stereo unspecified) | 4 | -15 | -3.0 | -9 | -1 | 9 | 25 | 1 | -7 | -10
42 | CCCN(Cc1cc2cc(C)ccc2[nH]c1=O)C(=O)c1cccc(OC)c1 | -6 | 4 | -0.3 | 18 | -3 | -18 | 14 | 1 | -13 | 6
43 | CCn1c(C)nc2cc(C(=O)NNS(=O)(=O)c3ccc(C)cc3C)ccc21 | 9 | 2 | -2.3 | 4 | / | -4 | / | 3 | -4 | 6
44 | O=C(NCc1ccco1)c1ccc(COc2cc(Cl)ccc2Cl)cc1 | 26 | -3 | -1.5 | -53 | -3 | 53 | -1 | 20 | 1 | 3
45 | N#Cc1c(N)n(-c2ccc(N)cc2)c2nc3ccccc3nc12 | / | -11 | -0.5 | 6 | 3 | -6 | -10 | -3 | -1 | -5

Looked up one by one from above (6):
entry | molecule | MITF act | PvdQ inh | CAL PDZ FP-1 | SR-BI uptake up | CAL PDZ FP-2 | SR-BI HDL uptake | PfHsp90 set2 | NSD2 HMT inh | dFosB activator | Rtt109 Vps75
8 | CC(C)Nc1ccc(C(CC(N)=O)NC(=O)Cc2cccc3ccccc23)cc1[N+](=O)[O-] (stereo unspecified) | 1 | -8 | -0.1 | -3 | 0 | 3 | / | / | 10 | 0
21 | CCOC(=O)Nc1ccc2c(c1)N(C(=O)CN1CCN(C)CC1)c1ccccc1S2 | 4 | -10 | -1.6 | 14 | / | -14 | / | 12 | -8 | 14
25 | CCc1nc(SCC(=O)Nc2nnc(CC)s2)c2c(=O)n(C)c(=O)n(C)c2n1 | 5 | -1 | -0.9 | 10 | -6 | -10 | 4 | -2 | -8 | -12
16 | COc1cc2ccccc2cc1C(=O)Nc1ccc(S(=O)(=O)Nc2cc(C)on2)cc1 | 2 | -13 | -4.5 | 5 | -8 | -5 | / | 2 | -19 | 15
19 | CCc1nnc(SCC(=O)Nc2ccccc2Cl)nc1CC | -3 | -11 | -2.2 | 3 | -1 | -3 | / | -11 | -10 | -8
31 | Cc1cccc(NC(=O)C2CC(=O)N(c3ccc4c(c3)OCCO4)C2)n1 (stereo unspecified) | -4 | -8 | -0.6 | -9 | / | 9 | -8 | -2 | -3 | 1

The listing continues:
entry | molecule | MITF act | PvdQ inh | CAL PDZ FP-1 | SR-BI uptake up | CAL PDZ FP-2 | SR-BI HDL uptake | PfHsp90 set2 | NSD2 HMT inh | dFosB activator | Rtt109 Vps75
46 | CCOc1ccccc1CNC(=O)Cn1ccc2cc(S(=O)(=O)N3CCC(C)CC3)ccc21 | -4 | -17 | -0.9 | -19 | -12 | 19 | -57 | -6 | 6 | -8
47 | COc1ccccc1N(C)S(=O)(=O)c1ccc(C(=O)OCC(=O)N(C(C)C)C(C)C)cc1 | 8 | 12 | -2.7 | -3 | 10 | 3 | / | 7 | -17 | 8
48 | CCOc1cc(CNc2ccc(CNc3ncn[nH]3)cc2)ccc1OCc1ccccc1 | -2 | -13 | 0.5 | -51 | -2 | 50 | -8 | -1 | -18 | 2
49 | O=C(CSc1nc(-c2ccccc2)cc(=O)[nH]1)Nc1ccc(F)c(F)c1 | / | -7 | -1.7 | 1 | -1 | -1 | -1 | -2 | -6 | -7
50 | [O-][n+]1onc2c3cc(-c4ccccc4)nnc3ccc21 | -19 | -13 | 0.6 | -11 | -1 | 11 | / | 1 | 4 | -8
51 | COc1ccc(C(=O)NCC2OCCc3ccccc32)cc1 (stereo unspecified) | 43 | -6 | -1.5 | 0 | -2 | 15 | 7 | -2 | -1 | 1
52 | COc1cccc(C(=O)Nc2c(F)c(F)c(F)c(F)c2F)c1 | 5 | -15 | -0.7 | 31 | / | -31 | / | -1 | 1 | -10

Screens as filed in PubChem BioAssay.

Rows were taken by chance. Share with any hit: about 4.3%.
